SV40 large T antigen – SV40 large T antigen inhibitors, biochemical (AID 1903) | SV40 large T antigen ATPase/helicase inhibition assay; higher % means a stronger effect | inhibition, % at 20 µM; hits with a dose series show IC50 in µM | actives 0.39% (n = 310,000); in the data active = a potency from the dose series; inconclusive = inhibition mostly from about 32% at the one dose, without a potency; inactive = the rest, 99 in 100 with inhibition below about 32%; note: strong numbers were not always called active
HEK293 NOD2/NF-kB – NOD2 signaling inhibitors, cell-based, luminescence, uHTS, HEK293 (AID 1566). HEK293 NOD2/NF-kB luciferase reporter, luminescence; higher % means a stronger effect. actives 0.63% (n = 290,000). one-dose inhibition, % at 4 µM; EC50 in µM for titrated hits; note: many of its hits are not listed in these tables
GPR55 beta-arrestin – GPR55 agonists via beta-arrestin recruitment, primary screen, imaging, U2OS cells, beta-arrestin-GFP redistribution (AID 1961); G-protein coupled receptor 55 (Homo sapiens); U2OS GPR55 beta-arrestin-GFP redistribution imaging; higher % means a stronger effect; one-dose activation, % at 10 µM; EC50 in µM for titrated hits; actives 0.048% (n = 290,000);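 active = activation above 40% with more than 50 cells counted in the well; inconclusive = wells holding fewer than 50 cells, flagged as toxic or sparse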;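 note: U2OS osteosarcoma cells stably expressing GPR55 and beta-arrestin-GFP; plate controls were DMSO negative control for no effect and LPI positive control for full effect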
KOR beta-arrestin-1 – KOR antagonists, beta-arrestin recruitment, cell-based, luminescence, uHTS (AID 1778). Kappa-type opioid receptor (Homo sapiens). KOR beta-arrestin recruitment, luminescence, antagonist mode; higher % means a stronger effect. inhibition, % at 10 µM; hits with a dose series show IC50 in µM. actives 0.091% (n = 290,000); note: strong numbers were not always called active
Rac1 GTP hydrolysis – MgcRacGAP GTPase-activating activity inhibitors, confirmation, biochemical, ADP Hunter fluorescence; Rac GTPase-activating protein 1 (Homo sapiens); MgcRacGAP-stimulated Rac1 GTP hydrolysis, ADP Hunter fluorescence; higher % means a stronger effect; GST-tagged Rac1 F28L mutant substrate; inhibition, % at 30 µM, or IC50 in µM where a hit was titrated; AID 624330, 2012; actives 0.6% (n = 340,000);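 active = first-screen hits whose inhibition reached a set limit at any dose in the follow-up dose series; inconclusive = inhibition above the set first-screen limit but never retested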;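 note: fluorescence reports GDP produced by GAP-driven GTP hydrolysis; strong numbers were not always called active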
KOR beta-arrestin-2 – KOR agonists, beta-arrestin recruitment, primary screen, cell-based, luminescence, uHTS (AID 1777) | Kappa-type opioid receptor (Homo sapiens) | KOR beta-arrestin recruitment, luminescence; higher % means a stronger effect | activation, % at 10 µM, or EC50 in µM where a hit was titrated | actives 0.02% (n = 280,000); in the data active = activation above about 50%, passing the limit was not always enough; note: a part of the inactive calls stands beside numbers as strong as those of hits
NOD1 inhibition – NOD1 signaling inhibitors, primary screen, cell-based, luminescence, uHTS (AID 1578); NOD1-driven NF-kB luciferase reporter cells, luminescence; higher % means a stronger effect; inhibition, % at 4 µM, or EC50 in µM where a hit was titrated; actives 1% (n = 290,000); in the data active = inhibition mostly above about 36%, no sharp cut-off; inactive = mostly below about 34%;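 note: HEK-293T reporter cells stimulated with the NOD1 agonist gamma-tri-DAP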
GPR55 LPI antagonism – GPR55 antagonists blocking LPI-driven arrestin recruitment, primary screen, imaging, U2OS, beta-arrestin-GFP, LPI agonist (AID 2013) | U2OS GPR55 beta-arrestin-GFP translocation imaging, LPI antagonism; higher % means a stronger effect | one-dose inhibition, % at 10 µM; IC50 in µM for titrated hits | G-protein coupled receptor 55 (Homo sapiens) | actives 0.13% (n = 290,000);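 active = spots per cell inhibited over 60%, with over 100 cells counted and total cytoplasm intensity under 500,000; inconclusive = wells with under 100 cells, flagged as likely toxic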;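 note: U2OS cells stably carrying GPR55 and arrestin-GFP stimulated by 5 µM LPI near EC80; imaged beta-arrestin-GFP aggregate spots per cell after agonist stimulation; plate controls were LPI-stimulated DMSO wells for no effect and DMSO wells without LPI for full effect; some results filed as inactive read as strong as hits; confirmed hits need IC50 under 10 µM and bright autofluorescent wells are also inconclusive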
HIV peptide binding – inhibitors of HIV fusion peptide binding, primary screen, biochemical, uHTS, fluorescence dequenching (AID 1986); cell-free peptide binding, fluorescence dequenching, 30 min; higher % means a stronger effect; actives 0.3% (n = 290,000); inhibition, % at 20 µM; hits with a dose series show IC50 in µM; in the data active = inhibition mostly above about 52%, no sharp cut-off; inactive = mostly below about 76%; note: some results filed as inactive read as strong as hits
* hit, by the source's call; ? = inconclusive; nt = not tested or not shown; [ ] = another dose, or the depositor's remark. Cut-off read from the data, not from the text of the source, unless noted: active = inhibition above about 50%; inactive = the rest.

SMILES | SV40 large T antigen | HEK293 NOD2/NF-kB | GPR55 beta-arrestin | KOR beta-arrestin-1 | Rac1 GTP hydrolysis | KOR beta-arrestin-2 | NOD1 inhibition | GPR55 LPI antagonism | HIV peptide binding
CC(C)CN1CCN=C1Nc1ccccc1 | 4.5% | -3.9% | 0.4% | -25.3%[20 µM] | -0.2% | -2.6% | -17.0% | 9.5% | 0.3%
CNC(=O)c1cc(S(=O)(=O)Nc2ccc(C)cc2C)ccc1C | 3.8% | -0.5% | 0.3% | -0.5% | 5.8% | -1.9% | -27.7% | 9.1% | -2.1%
O=c1nc(N2CCCCCC2)nc(N2CCCCCC2)[nH]1 | 11.1% | 3.5% | -0.1% | -18.4% | -1.1% | 16.5% | -0.9% | -1.5% | -1.4%
COc1cccc(C(NC(=O)c2ccccc2F)NC(=O)c2ccccc2F)c1 | 1.1% | 8.8% | -0.1% | -15.2% | 6.1% | 2.5% | -12.7% | -5.2% | -0.6%
CCOC(=O)c1c(C)c(C(=O)NCCc2ccc(S(N)(=O)=O)cc2)c(C)n1CC | 6.1% | 11.1% | 0.3% | 7.7% | 8.5% | -1.2% | 5.9% | 4.6% | -2.4%
O=C1CCCC2=C1C1(O)C(=O)c3ccccc3C1(O)O2 (configuration not stated) | 15.4% | 5.1% | -0.1% | 5.0% | 4.2% | -2.4% | -10.8% | -11.6% | 2.6%
CCc1ccc(C(=O)N2CCN(c3ccc(NC(=O)c4ccco4)cc3)CC2)cc1 | 9.3% | 14.0% | 0.2% | -23.4% | 5.8% | 1.4% | -14.6% | 4.1% | 1.9%
COc1ccc(N(CC(=O)NC2CCCC2)C(=O)Cn2nnc(-c3ccc(F)cc3)n2)cc1OC | ? | -8.2% | -0.3% | -6.7% | -4.6% | 6.8% | -21.1% | -2.9% | 0.4%
O=c1cc(N=Nc2ccc(Cl)cc2)[nH]c(=O)[nH]1 | -1.8% | 4.4% | -0.3% | 10.2% | nt | -3.9% | -1.5% | -0.8% | -0.9%
Cc1c(C)[n+](=O)c2c(n1[O-])C(Br)CCC2Br (configuration not stated) | 12.8% | 13.3% | -0.3% | -0.6% | 1.9% | 22.7% | -7.3% | 3.7% | -0.3%
Cc1cc(C)c2cc(C#N)c(N3CCCN(C(=S)NCCCN(C)C)CC3)nc2c1 | 5.9% | 22.8% | 0.0% | -37.1% | 14.1% | 0.1% | 7.6% | -10.1% | 0.4%
COc1ccc(S(=O)(=O)NCC2CCCN(C(=O)c3cccnc3C)C2)cc1 (configuration not stated) | -3.4% | 25.1% | -0.2% | -19.4% | -44.5% | -0.3% | -5.0% | 8.5% | 1.1%
COC(=O)c1[nH]c2cc(OC)ccc2c1N=CN(C)C | 29.1% | 2.9% | 0.0% | 8.9% | 21.5% | 2.9% | -2.3% | 4.1% | -2.6%
CN(C)C(=O)c1ccc(Nc2nc(-c3cccs3)nc3ccccc23)cc1 | 21.9% | 16.4% | 0.6% | 2.9% | 13.9% | -0.4% | -13.8% | 1.2% | -0.4%
CC(=O)N1CCN(C2=NC(=O)/C(=C\c3cccs3)S2)CC1 | nt | 3.5% | 0.9% | 4.8%[20 µM] | 6.7% | -5.5% | -15.9% | -5.1% | -0.5%
N#Cc1cc2c(=O)n3ccccc3nc2n(CCCN2CCOCC2)c1=O | 11.6% | -5.0% | -0.2% | -0.8% | 4.5% | 6.9% | -5.9% | 3.1% | 0.3%
COc1ccc(Cc2nc3ccc(C(=O)NCCn4ccnc4C)cc3o2)cc1OC | 11.5% | 8.0% | -0.1% | -1.3% | 3.8% | -0.9% | -30.1% | 4.3% | -1.0%
CCOC(=O)C(C(C)=O)c1c(Br)c(O)c(O)c2c(C(=O)c3ccc(C)cc3)coc12 (configuration not stated) | 14.1% | -8.9% | -0.2% | 22.8% | 15.2% | -2.5% | -3.5% | 6.9% | -1.4%
CCC1CCC(N2CCN(c3cccc(OC)c3)CC2)CC1 (configuration not stated) | 10.6% | -59.3% | -0.3% | -20.2%[20 µM] | 9.6% | 2.1% | -31.9% | 22.3% | 0.6%
O=C(CCc1c[nH]c2ccccc12)N=Nc1c(O)[nH]c2ccccc12 | 23.7% | 7.9% | -0.2% | -6.9% | 0.7% | 0.5% | -31.8% | 3.2% | -0.8%
Cc1ccc(C2c3c(oc4ccccc4c3=O)C(=O)N2CCCN2CCOCC2)o1 (configuration not stated) | 7.7% | 22.0% | -0.2% | -15.4% | 9.9% | -1.4% | 3.2% | 3.3% | 8.3%
CC(C)CCNC(=O)C1CCN(c2nnc(-n3cccc3)s2)CC1 | 1.3% | 4.6% | -0.3% | -16.1% | 12.2% | 1.0% | -3.0% | 1.5% | 0.6%
CC(=O)/C=C\c1ccccc1OC(=O)c1cc2ccccc2oc1=O | 20.9% | -10.4% | -0.1% | -15.7% | 9.1% | 3.7% | -36.7% | -0.3% | 0.9%
C(=C\c1nc(N2CCCCCC2)c2ccccc2n1)/c1ccccc1 | 18.3% | -18.9% | 9.4% | 27.2% | 6.3% | 3.6% | 1.4% | 11.2% | 1.2%
O=C(CC1CCCCC1)NCCCN1CCOCC1 | 13.9% | -0.6% | -0.3% | -42.2% | 3.2% | 0.5% | -7.7% | -5.1% | 0.3%

Some entries already given with just KOR beta-arrestin-1, HIV peptide binding and GPR55 LPI antagonism.
| mol | KOR beta-arrestin-1 | HIV peptide binding | GPR55 LPI antagonism |
| --- | --- | --- | --- |
| O=C(CCc1c[nH]c2ccccc12)N=Nc1c(O)[nH]c2ccccc12 | -6.9% | -0.8% | 3.2% |
| CCc1ccc(C(=O)N2CCN(c3ccc(NC(=O)c4ccco4)cc3)CC2)cc1 | -23.4% | 1.9% | 4.1% |

(cont.)
SMILES | SV40 large T antigen | HEK293 NOD2/NF-kB | GPR55 beta-arrestin | KOR beta-arrestin-1 | Rac1 GTP hydrolysis | KOR beta-arrestin-2 | NOD1 inhibition | GPR55 LPI antagonism | HIV peptide binding
COc1cccc(CNC(=O)c2ccc(Cl)c(NC3=NC4CS(=O)(=O)CC4S3)c2)c1 (configuration not stated) | 2.7% | 14.7% | -0.4% | -6.3% | 3.4% | 0.2% | -13.4% | -0.3% | 0.8%
COc1ccccc1-n1c(=O)c(C#N)c(-c2ccc([N+](=O)[O-])cc2)c2cc(C(=O)c3ccccc3O)cnc21 | 8.9% | -8.1% | 0.3% | 11.2% | -0.8% | 3.9% | -5.8% | -8.0% | 0.4%
COc1ccccc1NC(=O)c1nnn(Cc2ccccc2)c1NC(C)=O | -0.4% | -7.0% | 0.0% | -9.1% | 4.5% | 1.0% | -13.3% | 26.5% | -0.8%
Cc1sc2nc(C)n(/N=C/c3ccc(O)cc3)c(=O)c2c1C | 10.1% | 30.4% | -0.2% | 24.6% | 6.0% | -6.3% | 17.2% | 4.8% | -1.5%
Cc1snc2sc(C(=O)c3ccc(Br)cc3)c(N)c12 | 1.1% | -57.7% | 0.2% | -66.3% | 5.9% | -8.1% | -95.5% | 3.5% | 1.9%
COc1ccc(/C=C/C(=O)NC(=S)NNC(=O)Cc2cccs2)cc1OC | 17.9% | -9.1% | 0.2% | -54.7% | 7.4% | 11.9% | -23.2% | 17.4% | 2.2%
COc1ccc(/C=N/NC(=O)c2cc(C34CC5CC(CC(C5)C3)C4)[nH]n2)cc1O | 21.3% | -53.4% | 0.0% | 13.4% | 14.1% | -5.0% | -18.3% | 49.4% | -3.2%
COC(=O)c1c(NC(=O)C(=O)N2CCCC2)sc2c1CC(C)(C)OC2 | 7.0% | 30.2% | -0.2% | 15.6% | 4.8% | -0.5% | -14.9% | 11.3% | -1.4%
O=C1CSC(c2ccccc2[N+](=O)[O-])N1c1ccccc1 (configuration not stated) | 8.0% | 6.7% | 0.0% | -40.8% | 5.8% | 5.8% | -41.4% | -1.7% | -1.1%
CCc1cc(OCCN(C)C)ccc1Cl | 5.3% | 1.2% | 0.5% | -9.5%[20 µM] | ? | -1.4% | -18.6% | 7.7% | -0.5%
O=C(CSc1nc2ccccc2s1)NCCOc1ccc(Cl)cc1 | 9.6% | 0.8% | -0.1% | -26.2% | -0.7% | 1.7% | -4.0% | 2.1% | 0.9%
O=C(/C=C/c1ccccc1[N+](=O)[O-])Nc1ccccc1 | 4.8% | -141.0% | -0.3% | 0.1% | 7.1% | 0.7% | -46.3% | -7.3% | 0.1%
COCCNC(=O)c1onc(CSc2ccc(Cl)cc2)c1C(=O)O | -0.5% | 2.2% | -0.1% | -38.1% | 9.2% | 6.1% | -2.9% | -3.7% | 3.6%
Cc1[nH]n(-c2ccc([N+](=O)[O-])cc2)c(=O)c1C=NCCN1CCN(C(=O)c2ccc(F)cc2)CC1 | 7.2% | 6.6% | -0.1% | 5.0% | 0.6% | -9.7% | -22.4% | -13.0% | 1.4%
COc1ccc(CCNC(=O)C2CCCN(S(=O)(=O)c3ccc(F)cc3)C2)cc1OC (configuration not stated) | -2.3% | -1.4% | -0.1% | -0.9% | 5.9% | 2.9% | -21.3% | 12.4% | -1.4%
CCn1c(/C=C/c2c[nH]c3ccccc23)nc2ccccc2c1=O | 11.8% | -225.1% | 0.2% | -5.6%[20 µM] | -1.1% | -6.0% | -20.1% | 10.3% | -0.3%
O=C(O/N=C(\c1ccccc1)c1ccncc1)c1ccccc1Cl | 5.7% | 2.8% | 1.1% | 22.3% | 8.4% | -5.0% | -23.1% | 0.8% | -0.4%
O=C(c1ccco1)N1C(=O)c2cccc3c(S(=O)(=O)N4CCCC4)ccc1c23 | -0.6% | 12.5% | -0.1% | 33.6% | 7.0% | 0.0% | -17.4% | -2.4% | 0.8%
COc1cc(OC)c2c(-c3ccccc3)cc(=O)oc2c1C(CC(=O)N1CCN(c2ccccc2)CC1)c1ccc(N(C)C)cc1 (configuration not stated) | 5.0% | 0.1% | 0.0% | 7.8% | 9.1% | 1.9% | -1.7% | 18.3% | 1.5%
Cc1nn(CC(=O)NCC(C)c2ccccc2)c(=O)c2cc3occc3n12 (configuration not stated) | 6.0% | -9.6% | 0.0% | -5.2% | 10.0% | -2.6% | -24.7% | 19.6% | 0.9%
CCOC(=O)c1[nH]c(C)c(/C=N/O)c1C | 3.2% | 9.8% | -0.1% | 6.7% | 9.7% | -4.0% | 11.1% | -1.6% | 0.7%
Cc1ccc(-n2c(SCC(=O)NCCN3C(=O)CSC3=O)nnc2-c2ccccc2F)cc1 | 2.2% | 1.8% | -0.2% | -3.2% | 6.3% | 0.3% | -18.9% | 1.8% | 1.7%

This is a subset; rates above refer to the full screens.
